Dicer processing: inhibitors of human Dicer processing of pre-microRNA; 47,000 compounds, 6% hits; z-score at 25 µM; Q9UPY3; cat-ELCCA pre-miR-21 Dicer processing, chemiluminescence; active compounds read high; AID 1347074; in the data active = z-score above about 3, passing the limit was not always enough;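 note: plate controls were vehicle for no effect and no enzyme for full effect; higher signal means more uncleaved substrate so more Dicer inhibition; strong numbers were not always called active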
Target sequence (Q9UPY3 whole entry, looked up): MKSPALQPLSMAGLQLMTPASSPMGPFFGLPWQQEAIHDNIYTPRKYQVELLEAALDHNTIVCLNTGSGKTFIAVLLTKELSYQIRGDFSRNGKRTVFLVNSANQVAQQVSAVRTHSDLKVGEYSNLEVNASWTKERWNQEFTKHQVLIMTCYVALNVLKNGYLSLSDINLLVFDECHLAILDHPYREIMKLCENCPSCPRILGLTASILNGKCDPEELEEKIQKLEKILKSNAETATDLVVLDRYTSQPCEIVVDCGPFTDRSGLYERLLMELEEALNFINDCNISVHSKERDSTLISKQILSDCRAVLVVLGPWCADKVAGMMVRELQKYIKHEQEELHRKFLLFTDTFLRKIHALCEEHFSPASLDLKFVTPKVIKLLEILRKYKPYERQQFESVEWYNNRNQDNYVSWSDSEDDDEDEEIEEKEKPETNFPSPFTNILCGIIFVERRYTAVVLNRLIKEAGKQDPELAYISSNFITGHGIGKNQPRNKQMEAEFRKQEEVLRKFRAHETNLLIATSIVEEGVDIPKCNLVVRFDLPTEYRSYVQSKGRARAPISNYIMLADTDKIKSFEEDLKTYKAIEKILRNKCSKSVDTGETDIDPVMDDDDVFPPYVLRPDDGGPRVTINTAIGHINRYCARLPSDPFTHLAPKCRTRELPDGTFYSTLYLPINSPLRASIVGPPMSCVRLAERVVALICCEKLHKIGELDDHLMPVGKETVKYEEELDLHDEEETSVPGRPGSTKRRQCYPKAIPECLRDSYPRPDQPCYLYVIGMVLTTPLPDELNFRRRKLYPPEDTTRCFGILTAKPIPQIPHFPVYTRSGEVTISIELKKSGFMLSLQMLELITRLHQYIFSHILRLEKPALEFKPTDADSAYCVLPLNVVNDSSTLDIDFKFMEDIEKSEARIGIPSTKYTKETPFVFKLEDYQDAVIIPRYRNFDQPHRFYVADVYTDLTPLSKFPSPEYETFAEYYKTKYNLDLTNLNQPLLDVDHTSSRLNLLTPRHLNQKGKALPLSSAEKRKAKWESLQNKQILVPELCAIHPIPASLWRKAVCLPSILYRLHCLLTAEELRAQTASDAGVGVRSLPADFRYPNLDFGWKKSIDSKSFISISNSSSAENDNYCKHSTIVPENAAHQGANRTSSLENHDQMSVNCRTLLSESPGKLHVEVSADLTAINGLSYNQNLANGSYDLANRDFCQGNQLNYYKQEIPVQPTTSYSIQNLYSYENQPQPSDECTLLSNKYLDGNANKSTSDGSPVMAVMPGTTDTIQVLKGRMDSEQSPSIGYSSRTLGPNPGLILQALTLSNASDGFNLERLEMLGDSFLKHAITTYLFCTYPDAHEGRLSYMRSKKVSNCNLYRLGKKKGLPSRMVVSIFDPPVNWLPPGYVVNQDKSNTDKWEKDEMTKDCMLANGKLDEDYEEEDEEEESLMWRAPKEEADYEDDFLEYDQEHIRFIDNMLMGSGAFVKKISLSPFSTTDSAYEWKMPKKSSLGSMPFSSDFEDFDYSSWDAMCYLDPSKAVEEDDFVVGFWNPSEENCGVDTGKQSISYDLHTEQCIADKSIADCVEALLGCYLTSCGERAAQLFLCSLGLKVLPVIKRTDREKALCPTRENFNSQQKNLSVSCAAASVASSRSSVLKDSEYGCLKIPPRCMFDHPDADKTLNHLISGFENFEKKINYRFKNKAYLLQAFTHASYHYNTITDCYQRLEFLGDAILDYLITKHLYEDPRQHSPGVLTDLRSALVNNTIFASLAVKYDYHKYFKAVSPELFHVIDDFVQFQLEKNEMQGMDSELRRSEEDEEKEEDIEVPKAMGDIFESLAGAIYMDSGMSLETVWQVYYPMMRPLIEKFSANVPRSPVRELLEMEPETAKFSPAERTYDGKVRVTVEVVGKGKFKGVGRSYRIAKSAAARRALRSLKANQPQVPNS
The depositor's hits bear a star. The list is partial, so the mix of outcomes need not match the whole.

SMILES	Dicer processing
Cc1cc(NNS(=O)(=O)c2ccc(Cl)cc2)nc2c1c(C)nn2C	4.42*
CCOC(=O)COc1cc2c(C(=O)OC(C)C)c(C)oc2cc1Br	1.2
Cc1c(CNC(=O)c2cc3n(n2)C(C(F)(F)F)CC(c2ccc4c(c2)OCO4)N3)cnn1C (stereo not drawn)	-1.87
COc1ccc(CCn2cnc3cc(C(F)(F)F)ccc32)cc1OC	-1.13
CCOC(=O)Cc1c(C(=O)OCC)[nH]c(C)c1C(=O)OCc1ccccc1	-0.76
CC1(C)CC(=O)c2cnc(NC(=O)Nc3ccccc3)nc2C1	0.9
Cc1nccc(-c2cccc(NS(=O)(=O)c3cc(C(F)(F)F)cc(C(F)(F)F)c3)c2)n1	-0.98
COc1cc(/C=C/c2cc(C(F)(F)F)[nH]c(=O)n2)ccc1O	-0.13
CCOC(=O)COc1ccc2c(=O)c(Oc3cc(C)cc(C)c3)coc2c1	-0.4
COc1ccc(OC)c(C2C(C(=O)OC3CCCCC3)=C(C)NC3=C2C(=O)CCC3)c1 (stereo not drawn)	-1
O=C1CCCCC1C(=O)c1ccccc1 (stereo not drawn)	-0.88
CCCCCn1c(N)c(C#N)c2nc3ccccc3nc21	-2.02
COc1cccc(/C=N/n2cnc3sc(-c4ccccc4)cc3c2=O)c1	2.16
CCCCc1ccc(C(=O)CCN(C)C)cc1	-2.05
Cn1c(CNc2nc3ccccc3n2CCN2CCOCC2)nc2ccccc21	-0.51
COC(=O)c1sc(N2C(=O)c3oc4ccc(C)cc4c(=O)c3C2c2ccc(C)cc2)nc1C (stereo not drawn)	0.52
Cc1nn(C)c(=O)c2noc(/C=C/c3ccc(C(F)(F)F)cc3)c12	-1.93
Cc1ccc(C2Nc3nonc3NC3=C2C(=O)CC(C)(C)C3)cc1 (stereo not drawn)	-0.08
CCc1cccc2c1NC1(CCCC1)CC2C (stereo not drawn)	0.21
Cc1ccc(-c2nc(N)sc2C)cc1	0.07
CCOC(=O)c1c(SC)nc2ccc(Cl)cc2c1Oc1ccccc1	-0.5
Cc1c2n(c3ccccc13)C/C(=C\c1ccc(C(F)(F)F)cc1)C2=O	0.99
Cc1cc([N+](=O)[O-])nn1CC(=O)Nc1ccccn1	-0.84
CO[C@H]1O[C@H](CO)[C@@H](OC(C)=O)[C@H](OC(C)=O)[C@H]1OC(C)=O	-0.58
CC(=O)N1N=C(c2cccc([N+](=O)[O-])c2)CC1c1ccccc1 (stereo not drawn)	-0.53
O=C(O)Cc1sc(-c2ccc(Cl)cc2)nc1O	-0.27
O=C(COC(=O)C1c2ccccc2Oc2ccccc21)c1ccc(Cl)cc1	-3.51
CCOc1ccc(C2c3c(oc4ccc(C)cc4c3=O)C(=O)N2Cc2ccc3c(c2)OCO3)cc1 (stereo not drawn)	0.86
COC(=O)C1=C(C)Nc2nc3ccccc3n2C1c1cccc(OC)c1OC (stereo not drawn)	0.07
COc1ccc(CCNC(=O)CCC(=O)O)cc1OC	1.57
CCCCC(=O)Nc1nc2ccc(S(C)(=O)=O)cc2s1	1.48
Cc1ccc(NC(=S)N2CCC(O)CC2)c(C)c1	-0.68
CC(C)(C)c1cc2nc(C(F)(F)F)cc(N3CCN(C(=O)c4ccc(Cl)cc4)CC3)n2n1	0.02
CCCc1[nH]nc2c1C(c1ccccc1F)C(C#N)=C(N)O2 (stereo not drawn)	-1.56
CCN(CC)C(=O)c1ccc(Cn2cc([N+](=O)[O-])cn2)o1	0.26
COC(=O)c1c(NC(=O)COc2ccc(Br)cc2)sc2c1CCC(C)C2 (stereo not drawn)	1.76
N#Cc1c(C(F)(F)F)cc(=O)n2c1[nH]c1ccccc12	1.79
CC(C)(C)C(=O)OCc1nc(-c2cc(-c3ccc(Cl)c(Cl)c3)no2)cs1	-0.46
Cc1n[nH]c(=S)n(/N=C/c2ccc(Cl)cc2)c1=O	-4.57
Cc1[nH]c2ccccc2c1C1(O)C(=O)N(Cc2ccccc2)c2ccc(Cl)cc21 (stereo not drawn)	1.77
Cc1c(C)c(C)c(CSCC(=O)N/N=C/C=C/c2ccccc2)c(C)c1C	1.61
COc1ccc2c(c1)C(C)=CC(C)(C)N2C(=O)CSc1ccccn1	-0.56
COc1cc(C2Nc3c(C)cc(C)cc3-c3cc(C)nn32)ccc1O (stereo not drawn)	0.44
Cc1c(/C=N/O)c(=O)n(-c2ccccc2)n1C	-0.51
CCOC(=O)c1sc(=S)n(-c2ccc(OC)cc2)c1C	4.18*
OCCn1c(SCc2ccccc2)nc2ccccc21	38
Cc1c(CCC(C)C)c(-n2ccnc2)n2c(nc3ccccc32)c1C#N	3.46*
COc1c(Br)cc([N+](=O)[O-])c(OC)c1C(N)=O	-0.32
CN(C)CCOC(=O)c1cc2ccccc2o1	0.63
Cc1ccccc1-c1nc(NC(=O)CSc2ncnc3sc(C)c(C)c23)ns1	3.03*
C=CCc1c(CCC)nc(SCC2CC2)[nH]c1=O	-0.91
COc1ccc(C2CC(=O)c3cnc4[nH]n(-c5ccccc5)c(=O)c4c3C2)cc1OC (stereo not drawn)	1.37
CCO/C=C1\C(=O)N(c2ccc(OC)cc2)C(=O)c2cc(OC)ccc21	0.06
CC1=C(C(=O)OC(C)C)C(c2sccc2C)n2c(nc3ccccc32)N1 (stereo not drawn)	3.52*
CC(C)(C)c1ccc(S(=O)(=O)N(C(=O)c2cccnc2)c2ccc3oc(=O)sc3c2)cc1	4.56*
O=C(NCc1ccc(S(=O)(=O)NC2CCCCC2)s1)c1ccccc1	-0.78
Cc1ccccc1CN1C=C(C(N)=O)C(C(F)(F)F)CC1 (stereo not drawn)	-0.6
COC(=O)c1c(C)oc2cc(Br)c(O)cc12	2.94
CCCCNC(=O)N(C)C1CC2C=CC1C2 (stereo not drawn)	1.2
COc1ccc2[nH]c(=O)c(-c3noc(-c4ccncc4)n3)cc2c1	0.53
The listing continues.
SMILES	Dicer processing
COc1ccc(/C(C#N)=C2C=C/C(=N\O)C(Cl)=C\2)cc1	1.43
CCOC(=O)c1nc(Nc2ccccc2OCC)c2ccccc2n1	-0.07
CC/C(=C\N(C)C)C(=O)c1c(F)cccc1F	-0.97
O=C1CC(c2ccccc2)Oc2ccc(O)cc21 (stereo not drawn)	-2
Cc1c(C)c(C)c(S(=O)(=O)Oc2ccc([N+](=O)[O-])cc2)c(C)c1C	4.73*
CC(C)c1c(O)nc(SCCN2CCOCC2)[nH]c1=O	-0.1
COc1c2c(nc3ccccc13)OC(C(C)(O)COC(C)=O)C2 (stereo not drawn)	-1.16
COC(=O)NC(O)C(=O)c1ccccc1 (stereo not drawn)	-0.58
CSc1nnc2c(n1)[nH]c1ccccc12	-0.49
Cc1nc2nc(C(F)(F)F)[nH]n2c(=O)c1Cc1ccc(Cl)cc1	-0.97
CSc1sc(Br)c2c1/C(=N/OC(=O)c1ccc(Cl)cc1)CC(C)(C)C2	0.2
Cc1ccc2c(c1)c1c(n2CC(O)Cn2c(C)nc3ccccc32)C(=O)CCC1 (stereo not drawn)	-1.74
O=C(Cn1c(-c2ccccc2)c[n+]2ccsc12)c1ccc(Br)cc1	-1.2
Cn1ncc(Br)c1N1C(=O)CCC1=O	-0.9
Cn1c(=O)c2cc3c(Cl)cc(Cl)cc3nc2c2c(=O)n(-c3ccccc3)c(=O)n(-c3ccccc3)c21	-1.12
CCOC(=O)c1cnc(SCC(=O)c2ccc(Br)cc2)nc1N	-0.6
Brc1ccc(-c2nnc(SCc3ccccc3)o2)cc1	1.45
CCOC(=O)CSc1c(C(=O)OCC)c(=O)n(-c2ccccc2)c(=S)n1-c1ccccc1	-0.54
CN(Cc1ccccc1)C(=O)C(C(=O)c1ccc(F)cc1)n1cc(Cl)ccc1=O (stereo not drawn)	9.52
COc1ccc(/C=N/NC(=O)c2nn(-c3ccc(C(C)(C)C)cc3)c(=O)c(C#N)c2C)cc1	0.53

Filtered by structure: the compounds so far with a COOH group.
SMILES	Dicer processing
O=C(O)Cc1sc(-c2ccc(Cl)cc2)nc1O	-0.27
COc1ccc(CCNC(=O)CCC(=O)O)cc1OC	1.57

New compounds follow:
SMILES	Dicer processing
NC(=O)c1nn2c(c1Cl)NC(c1ccc(Cl)cc1)CC2C(F)(F)F (stereo not drawn)	3.45*
COC(=O)c1n[nH]n(-c2cc(Cl)cc(Cl)c2)c1=O	1.35
CC(C)Cn1c(=N)c(C#N)cc2c(=O)n3ccccc3nc21	-0.64
Fc1ccc(NCc2cccnc2)cc1	3.2*
COC(=O)c1cc(=O)n(-c2ccccc2C(F)(F)F)[nH]1	3.23*
Cc1ccc2c(c1)C(C)(C)C1(CCCC(=O)N1)N2C (stereo not drawn)	-1.07
COc1ccc(C(=O)CC2(O)C(=O)Nc3ccc(Br)cc32)c(OC)c1 (stereo not drawn)	0.51
COc1ccc(NC(=O)Nc2nnc(-c3ccncc3)s2)cc1	4.18*
CSC(=Nc1ccccc1F)Nc1ccccc1F	2
CN(Cc1ccccc1)S(=O)(=O)c1c(Cl)cc(C(F)(F)F)cc1Cl	-1.72
CN(C)CCNc1c2c(c(C#N)c3nc4ccccc4n13)CCCC2	10.5
Cn1c(=O)c2c(nc(N3CCCCC3)n2C)n(C)c1=O	20
CN(C)c1ccc([N+](=O)[O-])c(N(C)C)c1C#N	1.41
FC(F)(F)c1cccc(-n2c(Cn3nnc(N4CCOCC4)n3)n[nH]c2=S)c1	-1.54
CN(C(=S)NC(=O)c1ccccc1)c1ccc(OC(F)(F)F)cc1	-0.8
COc1cc(C(F)(F)F)cc(C(F)(F)F)c1C(=O)N1CCC(C(=O)c2ccc(Cl)cc2)CC1	-0.45
O=C(CSc1n[nH]c(=O)n1Cc1ccco1)N1CCOCC1	-0.88
N#Cc1cc(Cl)c(NC(=O)C(F)(F)F)c(Cl)c1	-0.94
Cc1ccc(-n2cccc2)c([N+](=O)[O-])c1	0
CS(=O)(=O)N(C(=O)NC(=O)Nc1ccc(Cl)cc1)c1ccc(Cl)cc1	-2.74
CN(C)c1ccc(NS(=O)(=O)c2ccccc2)cc1C(=O)O	-0.63
Cc1ccccc1OCCn1cnc2c(N)ncnc21	0.84
O=C1NC(=O)c2cc([N+](=O)[O-])c(Oc3ccc(F)cc3F)cc21	0.67
COc1ccccc1CN1CCN(Cc2ccc3c(c2)OCO3)CC1	4.21*
NC(=O)c1ccccc1Br	1.3
Cc1oc2cc3c(C(=O)N4CCCCC4)c(C)oc3cc2c1C(=O)N1CCCCC1	0.97
O=C1CC(c2cccc(Cl)c2)c2c(n[nH]c2-c2ccccc2)N1 (stereo not drawn)	0.47
CCOC(=O)c1sc(NC(=O)CC)c(C(=O)OCC)c1C	-5.27
Cc1ccc(S(=O)(=O)Nc2ccc3[nH]cc(Cl)c3c2)cc1	3.06*
N#CC1=C(N)Oc2n[nH]c(-c3ccccc3)c2C1c1cccs1 (stereo not drawn)	-5.77
CCCOc1ccc(N2C(=O)CC(SCCN)C2=O)cc1 (stereo not drawn)	-0.11
CCc1nnc(/N=C/c2cc(-c3ccccc3)sc2O)s1	1.69
COC(=O)C1=C(C)NC2=C(C(=O)CC(C)(C)C2)C1c1cc(OC)ccc1OC (stereo not drawn)	-0.9
C=CCn1c(NCc2ccccc2O)nc2ccccc21	0.92
Cc1nn(C)cc1CNC(=O)CCC(=O)O	-0.03
CN(C)Cc1c(O)ccc2occ(C(=O)c3ccc(F)cc3)c12	0.77
CC(C)(C)c1ccc(-c2nnc(SCC3CC3)n2-c2ccc3c(c2)OCO3)cc1	0.25
Cc1ccc2[nH]c(C)c(CN3CCOCC3)c(=O)c2c1	-1.91
COC(=O)c1csc(S(=O)(=O)NC2CCCCNC2=O)c1OC (stereo not drawn)	3.98*
COc1ccc(CCNC(=S)c2ccccc2)cc1OC	0.62

Part of the list above in order of SMILES length, lowest first.
SMILES	Dicer processing
NC(=O)c1ccccc1Br	1.3
Cc1nn(C)cc1CNC(=O)CCC(=O)O	-0.03
Cc1ccccc1OCCn1cnc2c(N)ncnc21	0.84
COc1ccc(CCNC(=S)c2ccccc2)cc1OC	0.62
CCCOc1ccc(N2C(=O)CC(SCCN)C2=O)cc1 (stereo not drawn)	-0.11
CCc1nnc(/N=C/c2cc(-c3ccccc3)sc2O)s1	1.69
CCOC(=O)c1sc(NC(=O)CC)c(C(=O)OCC)c1C	-5.27
COc1ccccc1CN1CCN(Cc2ccc3c(c2)OCO3)CC1	4.21*
CN(C)c1ccc(NS(=O)(=O)c2ccccc2)cc1C(=O)O	-0.63
CN(C)Cc1c(O)ccc2occ(C(=O)c3ccc(F)cc3)c12	0.77
Cc1ccc(S(=O)(=O)Nc2ccc3[nH]cc(Cl)c3c2)cc1	3.06*
O=C1CC(c2cccc(Cl)c2)c2c(n[nH]c2-c2ccccc2)N1 (stereo not drawn)	0.47
O=C1NC(=O)c2cc([N+](=O)[O-])c(Oc3ccc(F)cc3F)cc21	0.67
Cc1oc2cc3c(C(=O)N4CCCCC4)c(C)oc3cc2c1C(=O)N1CCCCC1	0.97
CC(C)(C)c1ccc(-c2nnc(SCC3CC3)n2-c2ccc3c(c2)OCO3)cc1	0.25
COC(=O)C1=C(C)NC2=C(C(=O)CC(C)(C)C2)C1c1cc(OC)ccc1OC (stereo not drawn)	-0.9

Following part
SMILES	Dicer processing
CS(=O)(=O)N1CCCc2ccccc21	-0.37
Cc1ccc2nc3c(c(N)c2c1)CCN3c1ccccc1	1.08
Cc1nn(S(=O)(=O)c2cc(C(F)(F)F)cc(C(F)(F)F)c2)cc1-c1ccccc1	0.02
S=C(Nc1ccc(C2CCCCC2)cc1)N1CCSCC1	-2.2
CCCCCOC(=O)COc1ccc2c(=O)c(Oc3cccc(C)c3)coc2c1	-1.17
Cc1c(S(=O)(=O)c2ccc(Cl)cc2)csc1C(=O)N(c1ccccc1)S(C)=O (stereo not drawn)	1.22
CCc1c(O)c2c(=O)n(C)c(=O)n(C)c2n(C)c1=O	-1.34
COc1ccc(Br)cc1CN1CCN(Cc2cccnc2)CC1	2.21
O=C(/C=C/c1cc(-c2ccccc2)c(C(F)(F)F)s1)c1ccc(Cl)cc1	0.16
O=C(O)c1ccccc1S(=O)c1cc(C(=O)O)c(S(=O)c2ccccc2C(=O)O)cc1C(=O)O (stereo not drawn)	-0.21
O=C1c2ccccc2-c2n[nH]c(=O)c3ccc(N4CCCC4)c1c23	0.19
O=C1CC(N2CCN(c3ccc(O)cc3)CC2)C(=O)N1c1ccccc1 (stereo not drawn)	-1.45

Screening data deposited in PubChem BioAssay by Center for Chemical Genomics, University of Michigan.
